# High-throughput results as filed in PubChem.
# bovine MsrA act: bovine MsrA enzyme activators, primary screen, biochemical, absorbance, HTS. Methionine sulfoxide reductase A (Bos taurus). purified bovine MsrA, absorbance read-out. activation, % at 10.6 µM. actives 0.3% (n = 360,000). AID 602163, 2012; in the data active = activation above about 7.5%;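 also: 0% = vehicle and 100% = reference activator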
# MsrA inhibitor: bovine MsrA enzyme inhibitors, primary screen, biochemical, absorbance, HTS. Methionine sulfoxide reductase A (Bos taurus). purified bovine MsrA, absorbance read-out. inhibition, % at 15.5 µM. actives 0.75% (n = 360,000). AID 651718, 2012; in the data active = inhibition above about 4.5%;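 also: 0% = vehicle wells with enzyme and 100% = reference inhibitor wells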
# Neddyl block: inhibitors of cullin neddylation, primary screen, biochemical, TR-FRET, uHTS, NAE and Ubc12; actives 0.58% (n = 360,000); calls only at 25 µM; NEDD8-conjugating enzyme Ubc12 (Homo sapiens) + NEDD8-activating enzyme E1 regulatory …; in the data active = inhibition above about 36%
# SKN-1 block: suppressors of acrylamide-induced Pgst-4::GFP reporter in worms, primary screen, SKN-1 inhibitor project, whole organism, uHTS, GFP/RFP fluorescence ratio, strain VP596; C. elegans VP596 Pgst-4::GFP/RFP ratio, 24 h; inhibition, % at 21.8 µM; actives 0.49% (n = 360,000);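 active = interference check ratio from 0.5 to 1.5 plus GFP to RFP signal ratio inhibition reaching or exceeding a fixed threshold, cut at about 30% in these data, passing the limit was not always enough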; also: some compounds called inactive have numbers as strong as hits
# MT1-MMP act inh: blockers of MT1-MMP proenzyme processing, primary screen, HT1080 RFP-PRO-GFP cells, GFP/RFP fluorescence; Matrix metalloproteinase-14 (Homo sapiens), P50281; GFP/RFP ratio fluorescence, overnight; percent of plate control window, DMSO zero; GFP/RFP ratio change, % at 20 µM; actives 0.061% (n = 360,000); AID 651647, 2012;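 active = GFP/RFP ratio change of at least 30% with cell ATP level not reduced by more than half and red fluorescence within 50% of control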; also: strong numbers were not always called active
#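 Assay system – RFP-PRO-GFP reporter HT1080 cells · Compound dosing – single dose of 20 µM compound, 1% DMSO final · Incubation – overnight compound exposure at 37 °C · Measure – GFP/RFP fluorescence ratio · Benchmarks – DMSO wells and RFP-L50D-GFP cells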
# Rin1-Abl PPI inh: inhibitors of Rin1-Abl protein binding, primary screen, biochemical, TR-FRET; inhibition, % at 7.35 µM; Tyrosine-protein kinase ABL1 (Homo sapiens) + Ras and Rab interactor 1 (Homo sapiens), …; AID 588664, 2011; actives 0.4% (n = 360,000); in the data active = inhibition above about 5%, passing the limit was not always enough
# eLon inh: inhibitors of E. coli Lon protease, primary screen, biochemical, fluorescence polarization | purified E. coli Lon protease | actives 0.42% (n = 360,000) | inhibition, % at 7.94 µM | P0A9M0; in the data active = inhibition above about 13%, passing the limit was not always enough;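 also: 0% = enzyme with probe and DMSO and 100% = no enzyme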
# FAS-TE inh: FAS thioesterase domain inhibitors, primary screen, biochemical, fluorescence intensity, uHTS; recombinant FAS-TE, OMFH fluorogenic substrate, fluorescence endpoint; inhibition, % at 15 µM; actives 0.67% (n = 360,000); Fatty acid synthase (Homo sapiens), P49327; AID 602261, 2012;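 active = compounds whose normalised, plate-corrected inhibition of enzyme fluorescence in the single-dose primary screen is 50% or more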;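 also: 0% = DMSO with enzyme and 100% = substrate without enzyme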
# Target sequence (P49327 whole entry, looked up, the tested form may be a part): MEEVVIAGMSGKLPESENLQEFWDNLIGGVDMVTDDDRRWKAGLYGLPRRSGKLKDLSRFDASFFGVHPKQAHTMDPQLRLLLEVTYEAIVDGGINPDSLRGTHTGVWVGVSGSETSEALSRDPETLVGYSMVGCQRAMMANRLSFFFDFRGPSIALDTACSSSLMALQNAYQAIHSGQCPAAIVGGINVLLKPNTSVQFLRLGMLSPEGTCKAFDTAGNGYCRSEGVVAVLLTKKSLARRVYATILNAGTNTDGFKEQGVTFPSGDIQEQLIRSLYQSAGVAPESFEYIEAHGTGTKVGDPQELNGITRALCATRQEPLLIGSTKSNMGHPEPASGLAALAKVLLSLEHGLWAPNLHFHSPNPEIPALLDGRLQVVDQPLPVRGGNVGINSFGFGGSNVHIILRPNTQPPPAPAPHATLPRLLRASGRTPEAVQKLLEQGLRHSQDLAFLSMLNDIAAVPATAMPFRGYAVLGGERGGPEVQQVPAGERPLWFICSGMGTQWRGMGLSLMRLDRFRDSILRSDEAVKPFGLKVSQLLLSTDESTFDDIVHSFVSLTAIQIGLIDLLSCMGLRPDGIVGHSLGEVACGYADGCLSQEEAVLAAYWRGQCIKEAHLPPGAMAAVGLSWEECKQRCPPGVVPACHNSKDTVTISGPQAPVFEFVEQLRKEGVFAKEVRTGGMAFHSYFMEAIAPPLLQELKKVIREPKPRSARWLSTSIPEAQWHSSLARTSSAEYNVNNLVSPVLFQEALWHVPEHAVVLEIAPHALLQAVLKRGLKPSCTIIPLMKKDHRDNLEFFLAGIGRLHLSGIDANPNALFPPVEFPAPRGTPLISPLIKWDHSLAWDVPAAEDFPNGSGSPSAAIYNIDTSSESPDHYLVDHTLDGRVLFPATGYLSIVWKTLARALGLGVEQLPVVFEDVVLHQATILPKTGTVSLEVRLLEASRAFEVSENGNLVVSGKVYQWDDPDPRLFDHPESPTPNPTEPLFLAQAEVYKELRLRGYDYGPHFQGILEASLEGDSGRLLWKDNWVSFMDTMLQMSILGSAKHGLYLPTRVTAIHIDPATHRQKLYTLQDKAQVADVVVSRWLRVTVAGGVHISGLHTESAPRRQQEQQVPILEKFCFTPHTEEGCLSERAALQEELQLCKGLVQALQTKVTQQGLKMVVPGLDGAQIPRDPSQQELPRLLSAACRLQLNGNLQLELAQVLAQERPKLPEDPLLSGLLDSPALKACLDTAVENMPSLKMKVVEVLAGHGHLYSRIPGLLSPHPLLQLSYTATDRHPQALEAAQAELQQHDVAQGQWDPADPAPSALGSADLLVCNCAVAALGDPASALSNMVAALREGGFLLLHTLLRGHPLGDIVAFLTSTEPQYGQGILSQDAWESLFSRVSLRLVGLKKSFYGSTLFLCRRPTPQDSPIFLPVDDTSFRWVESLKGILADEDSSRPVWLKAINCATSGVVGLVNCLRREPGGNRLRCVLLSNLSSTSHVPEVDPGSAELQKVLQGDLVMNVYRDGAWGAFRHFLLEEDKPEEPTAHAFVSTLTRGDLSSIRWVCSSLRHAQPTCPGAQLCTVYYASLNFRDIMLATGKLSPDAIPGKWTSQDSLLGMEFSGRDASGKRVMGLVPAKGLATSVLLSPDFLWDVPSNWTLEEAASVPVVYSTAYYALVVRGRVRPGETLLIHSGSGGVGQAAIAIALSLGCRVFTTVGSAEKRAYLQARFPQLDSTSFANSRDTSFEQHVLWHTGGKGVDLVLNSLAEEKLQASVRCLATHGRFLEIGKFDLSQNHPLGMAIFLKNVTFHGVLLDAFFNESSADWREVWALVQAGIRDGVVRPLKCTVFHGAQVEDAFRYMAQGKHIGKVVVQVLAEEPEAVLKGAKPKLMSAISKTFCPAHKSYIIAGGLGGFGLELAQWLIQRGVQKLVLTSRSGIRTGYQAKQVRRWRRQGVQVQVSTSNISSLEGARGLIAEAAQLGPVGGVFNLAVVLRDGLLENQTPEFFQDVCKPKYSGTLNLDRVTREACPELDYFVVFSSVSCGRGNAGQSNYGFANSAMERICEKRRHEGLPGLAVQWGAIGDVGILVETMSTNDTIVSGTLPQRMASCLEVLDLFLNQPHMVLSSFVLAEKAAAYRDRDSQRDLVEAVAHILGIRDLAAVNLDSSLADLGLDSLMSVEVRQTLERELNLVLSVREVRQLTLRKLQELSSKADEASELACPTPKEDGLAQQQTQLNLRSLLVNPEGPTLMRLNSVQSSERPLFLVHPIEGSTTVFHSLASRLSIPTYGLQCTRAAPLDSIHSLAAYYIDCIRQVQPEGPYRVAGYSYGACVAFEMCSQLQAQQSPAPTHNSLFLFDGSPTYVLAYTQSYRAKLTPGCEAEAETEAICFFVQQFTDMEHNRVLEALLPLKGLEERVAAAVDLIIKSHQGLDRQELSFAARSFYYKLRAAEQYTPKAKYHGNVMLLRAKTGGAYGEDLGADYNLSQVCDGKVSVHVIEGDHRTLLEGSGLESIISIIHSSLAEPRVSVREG
# NRP1-CendR mod: modulators of CendR peptide binding to NRP-1, primary screen, biochemical, fluorescence polarization, uHTS | FAM-RPARPAR peptide binding to NRP-1 | inhibition, % at 25 µM | actives 0.85% (n = 360,000);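 active = inhibition or corrected inhibition above about 18%, plus a signal ratio from 0.5 to 1.5, limit read from the data, passing the limit was not always enough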; also: strong numbers were not always called active
# * marks the source's active call; other numbers are inactive results; i = inactive; / = no result given; + = active, no number.
# Sequence of screens – NRP1-CendR mod	MsrA inhibitor	eLon inh	MT1-MMP act inh	Neddyl block	SKN-1 block	FAS-TE inh	bovine MsrA act	Rin1-Abl PPI inh
- O=C(C[C@@H]1C[C@@H]2c3cc(NS(=O)(=O)c4ccc(F)cc4)ccc3O[C@@H]2[C@@H](CO)O1)NC1CCCCC1
 : -8	-1.2	4	1	i	7	-4	0	-1
- O=C(CSc1nnc2c(n1)[nH]c1ccccc12)Nc1nncs1
 : 1	2.1	-5	1	i	7	-1	-5	-4
- Cc1cc(C(=O)CSc2nc3ccccc3[nH]2)c(C)n1Cc1ccco1
 : -7	1.4	-5	-1	i	19	9	-5	-1
- CSCc1ccc(C(=O)N2CCC(CCC(=O)N(C)Cc3ccccc3)CC2)o1
 : -2	-2.0	5	1	i	-1	-3	-2	-2
- Cn1cccc1C(=O)NC(=O)COC(=O)c1ccc(S(C)(=O)=O)c([N+](=O)[O-])c1
 : 16	/	-7	-1	i	-2	2	6	3
- Nc1cc(=O)[nH]n1C1CCCCC1
 : -1	-0.1	0	2	i	4	-3	0	2
- COc1ccc(NC(=O)CSc2nc(N3CCCCC3)nc(N3CCCCC3)n2)cc1
 : 0	0.7	-3	1	i	-1	-1	-9	5
- O=C(Nc1ccc(F)c(Cl)c1)c1nsc(Cl)c1Cl
 : -3	1.1	-2	0	i	0	6	-1	-1
- CC(C)C(CCNCc1ccccn1)c1ccc(Cl)cc1 (configuration not stated)
 : 3	-0.8	-3	2	i	38*	-3	0	0
- C=CCOc1cccc(/C=N/NC(=O)CN(c2cc(Cl)ccc2OC)S(=O)(=O)c2ccc(C)c([N+](=O)[O-])c2)c1
 : 9	0.9	1	4	i	1	19	0	6
- Cc1cc(C)cc(NC(=O)COc2coc(CN3CCc4ccccc43)cc2=O)c1
 : -12	0.5	-5	2	i	-10	2	-6	0
- COc1cc2[nH]c(=O)n(CCC(=O)N3CCN(Cc4ccc5c(c4)OCO5)CC3)c(=O)c2cc1OC
 : -1	0.1	-10	4	i	-6	2	-2	-4
- COCCCNC(=O)c1ccc2c(c1)CCN2S(C)(=O)=O
 : -8	-0.3	-6	-7	i	9	-9	-2	-1
- COc1ccc(Cl)cc1NC(=O)C(C)Sc1nnc(C2CC2)n1C1CC1 (configuration not stated)
 : 6	0.3	-14	2	i	-5	2	-1	0
- CCN(CC)C(=O)c1sc(NC(=O)c2cccs2)c(C#N)c1C
 : 0	2.8	4	0	i	-14	0	-5	0
- CC(=O)Nc1ccc(C2=NN(c3ccccc3)C(c3cccs3)C2)cc1 (configuration not stated)
 : 9	3.2	-1	2	/	-3	23	-8	3
- COC(=O)c1cc(-c2c(C)oc3cc(OC)ccc3c2=O)c(C)o1
 : -4	-1.1	-4	0	i	-4	3	-1	1
- CN(CC(=O)Nc1ccc(F)c(F)c1F)C(=O)/C=C/c1ccco1
 : 7	2.0	-3	-1	i	13	2	-9	1
- COc1ccc(NS(=O)(=O)c2cc(NC(=O)c3ccccc3)ccc2N2CCOCC2)cc1
 : -8	1.2	3	-4	i	2	28	-3	1
- COc1ccc(NC(=O)c2cccc([N+](=O)[O-])c2)cc1
 : 5	0.1	-2	6	i	2	16	-5	0
- CCOc1ccc(NC(=O)NCc2ccccn2)cc1
 : 11	-0.3	1	0	i	6	-3	-1	0
- CN(Cc1cccc(F)c1)C(=O)C(c1ccccc1)c1ccccc1
 : 11	0.1	8	-5	i	9	16	-2	-1
- O=C(C(=O)N1CC=C(c2ccccc2)CC1)c1c[nH]c2ccccc12
 : -7	-0.1	-14	-24	i	12	8	-4	1
- Cc1ccc2cc3c(NC(=O)c4ccco4)nn(CC(C)C)c3nc2c1
 : -18	0.8	-3	-4	/	19	5	3	-6
- Cc1ccc(S(=O)(=O)c2c(N)n(CCCN(C)C)c3nc4ccccc4nc23)cc1
 : -20	0.4	1	-12	/	-14	-2	-7	-1
- COc1ccc(NC(=O)CN(c2ccc(C)cc2)S(=O)(=O)c2c(C)nn(C)c2C)cc1
 : 14	-1.1	1	1	i	6	0	-5	-2
- CC(=O)NC1C(O)OC(CO)C(O)C1O (configuration not stated)
 : -1	1.7	-4	1	i	-4	-3	-3	1
- O=C(O)c1ccc(NS(=O)(=O)c2ccc(C(=O)Nc3ccccc3)cc2)cc1
 : 4	-0.9	0	-2	i	3	-5	-3	-1
- Cc1noc(C)c1C(=O)N1CCC1(C)C(=O)NS(=O)(=O)c1cccc(OC(F)F)c1 (configuration not stated)
 : -8	0.1	-8	1	i	14	-12	-7	2
- Cc1cccc(NCc2ccccc2OCc2ccccc2F)c1
 : -4	0.5	-5	0	i	8	29	-4	1
- Cc1ccc(NC(=O)NC(=O)N(c2ccccc2)S(C)(=O)=O)cc1
 : 1	2.4	1	1	i	13	-2	-3	7
- CCN1CCN(c2ccc(S(=O)(=O)N3CCCCC3)cc2NC(=O)/C=C/c2ccc(Cl)cc2)CC1
 : 18	-1.8	-5	6	i	20	17	0	1
- O=c1[nH]c(=S)c2[nH]c(=S)n(-c3ccccc3)c2[nH]1
 : -19	1.7	-18	1	i	-7	-8	-8	-1
- C=CCCC(=O)Nc1nc(C)c(-c2csc(Nc3cc(OC)ccc3OC)n2)s1
 : -8	0.4	-3	-3	i	-1	20	0	0
- COC(=O)C(C)Sc1ccc2nnc(CCNS(=O)(=O)c3ccc(C)cc3)n2n1 (configuration not stated)
 : 18	0.2	1	2	i	6	-4	-3	3
- COC(=O)c1ccc(/C=N/Nc2nc3ccccc3[nH]2)cc1
 : -12	1.8	-1	10	i	0	-8	-3	-4
- CCOc1ccc(C(C)NC(=O)c2ccccc2F)cc1 (configuration not stated)
 : 0	-0.3	-5	5	i	-1	-8	-3	-1
- CCOc1ccc(NC(=O)C[n+]2ccc(N(C)C)cc2)cc1
 : -3	-0.1	-6	-1	i	0	-9	-4	-2
- COC(=O)c1cc(C(=O)OC)cc(S(=O)(=O)Nc2ccc(Cl)c(N)c2)c1
 : 17	0.9	-11	-1	i	-1	5	1	2
- CNc1ccc2ncc(-c3ccccc3C(C)=O)n2n1
 : -4	1.1	8	6	i	3	-4	-6	2
- COc1ccc(S(=O)(=O)N2CCC(C(=O)N3CCCC3)CC2)cc1Cl
 : -10	-0.2	4	-1	i	-25	-7	-3	2
- O=C(Cn1c(=S)[nH]c2ccccc2c1=O)N1CCN(c2ccccc2)CC1
 : 1	0.3	1	3	i	11	-1	-7	-2
- Cc1ccc(C2CC2c2n[nH]c(=S)n2-c2cccc(Cl)c2)cc1 (configuration not stated)
 : -4	-0.2	-1	1	i	4	-2	-4	4
- Cc1cc(C(=O)Nc2nncs2)oc1C
 : 3	1.2	-9	0	i	23	-4	-6	-1
- O=C(Nc1cc(Cl)cc(Cl)c1)C1CC(=O)N(C2CCCC2)C1 (configuration not stated)
 : -7	-2.1	-5	5	i	10	2	7	2
- CC(C)CC(NS(=O)(=O)c1ccc2[nH]c(=O)c(=O)[nH]c2c1)C(=O)O (configuration not stated)
 : 1	3.1	-3	4	i	-4	-7	-5	6
- CSCCC(NC=C1C(=O)OC(C)(C)OC1=O)C(=O)O (configuration not stated)
 : 10	-0.9	0	0	i	-21	-10	-9	2
- Cc1ccc(S(=O)(=O)NC2CCCCC2)c2nsnc12
 : 6	2.6	-1	0	i	3	-6	-3	-2
- CCN(CC)C(=O)CCCOc1ccc(Cl)cc1Cl
 : -8	-0.2	2	-3	i	9	-3	3	2
- N#CCN(N=Nc1ccccc1)c1ccccc1
 : -2	1.7	-7	1	i	5	11	-4	-3
- CN(/N=C/c1cccnc1)c1cnn(-c2ccc(F)c(Cl)c2)c(=O)c1Cl
 : 2	1.4	3	7	i	8	-7	-2	-3
- Cc1nc(N/C(N)=N/S(=O)(=O)c2ccccc2)nc2ccccc12
 : 3	1.0	-14	-1	i	20	-1	-4	2
- CC(C)NC(=O)N(C)C[C@H]1Oc2c(cccc2N(C)C)C(=O)N([C@H](C)CO)C[C@@H]1C
 : 3	0.5	-3	3	i	11	-8	1	3
- COc1ccc(S(=O)(=O)NC(C)C(=O)NCc2ccncc2)cc1OC (configuration not stated)
 : 0	1.7	5	2	i	18	-9	-3	2
- Cc1occc1C(=O)N1CCCC(CO)(Cc2ccc(F)cc2F)C1 (configuration not stated)
 : 0	0.7	-18	0	i	-14	-4	-5	1
- CC1CCCN(c2nc3c(c(=O)[nH]c(=O)n3C)n2CCSc2nc3ccccc3o2)C1 (configuration not stated)
 : -1	-0.2	0	-6	i	-1	-1	-6	-1
- CCCNS(=O)(=O)c1ccc(OCC(=O)N2CCOCC2)cc1
 : 10	0.6	-1	9	i	-10	-11	-4	5
- COc1ccc(C(=O)CN2CCN(c3ccc(F)cc3)CC2)cc1
 : -3	1.5	-2	2	i	3	-1	-3	-2
- COc1ccc(C(=O)CC(=O)C(=O)Nc2ccc(C)c(Cl)c2)cc1
 : -3	-1.3	1	-1	i	-4	0	-4	-1
- COc1ccc(C2(c3ccc(OC)cc3)NC(=O)N(CC(=O)Nc3ccccc3)C2=O)cc1
 : 5	-0.8	-4	7	i	-21	13	-2	1

# Exported as tab-separated lines: 2 of the compounds above.
Molecule	NRP1-CendR mod	MsrA inhibitor	eLon inh	MT1-MMP act inh	Neddyl block	SKN-1 block	FAS-TE inh	bovine MsrA act	Rin1-Abl PPI inh
CCN(CC)C(=O)CCCOc1ccc(Cl)cc1Cl	-8	-0.2	2	-3	i	9	-3	3	2
CSCCC(NC=C1C(=O)OC(C)(C)OC1=O)C(=O)O (configuration not stated)	10	-0.9	0	0	i	-21	-10	-9	2

# Later entries
# Sequence of screens – NRP1-CendR mod	MsrA inhibitor	eLon inh	MT1-MMP act inh	Neddyl block	SKN-1 block	FAS-TE inh	bovine MsrA act	Rin1-Abl PPI inh
- COc1ccccc1N(CC(=O)N(C)Cc1ccccc1)S(=O)(=O)c1cccs1
 : -3	0.9	1	-3	i	7	13	-1	0
- COc1ccc(CCNC(=O)CCCCCn2c(SCC(N)=O)nc3cc4c(cc3c2=O)OCO4)cc1OC
 : -4	1.0	6	-11	i	-6	-3	-4	0
- O=C(CC1C(=O)NCCN1CC1CCCCC1)NCc1ccccc1Cl (configuration not stated)
 : 6	0.0	-9	-3	i	17	4	-4	0
- Cc1[nH]nc2c1C(c1ccc(O)cc1)C1=C(CC(C)(C)CC1=O)N2 (configuration not stated)
 : 6	2.5	2	-4	+	8	-4	-14	1
- Cc1ccccc1-c1noc(-c2ccccc2C(=O)NCc2ccco2)n1
 : 2	-0.3	-8	1	i	-5	7	-2	3
- CN1CCC(NC(=O)C2(C)CCN2Cc2ccc3ccccc3c2)CC1 (configuration not stated)
 : -5	0.3	1	6	i	8	-10	-4	-4
- CCOc1c2ccc(C(=O)NCc3ccco3)cc2nn1CCOC
 : -12	0.1	0	3	/	10	-10	-2	-3
- CS(=O)(=O)c1ccc(C(=O)Nc2cc(S(C)(=O)=O)ccc2Cl)cc1
 : 2	-0.6	0	-4	i	7	-10	-5	-1
- Cc1cc(C)nc(NC(=O)c2ccc(Br)cc2)n1
 : 7	-1.8	-34	3	i	-7	-3	-3	1
- Cc1ccc(S(=O)(=O)N2CCOCC2)c2nsnc12
 : -14	1.9	-1	8	i	-11	-11	-13	-2
- Nn1c(Cc2cccc3ccccc23)nnc1SCC(=O)NC1CCS(=O)(=O)C1 (configuration not stated)
 : -5	-0.1	-4	-2	i	2	-9	-9	0
- O=C(N/N=C(\CC(=O)c1cccs1)C(F)(F)F)c1cccnc1
 : -2	-0.6	-17	-5	i	-2	-1	-2	-1
